High-throughput results deposited in PubChem by National Center for Advancing Translational Sciences (NCATS).
NPC1 promoter act: qHTS Assay for NPC1 Promoter Activators; Huh7 NPC1 promoter luciferase reporter, 24 h; AID 485313, 2010; Potency, µM (series often up to 9.22 µM), for the others: at the highest dose activation, actives largely listed as activators; actives 2.4% (n = 320,000);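 further: potency means the concentration at half of the fitted maximal effect; % of control where 0% means no effect; nearly all actives have a fitted effect of over 60% in size; reporter is driven by a mutant NPC1 promoter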
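In 1536-well qHTS, Huh7 cells harboring an NPC1 promoter–luciferase construct received compound for 24 h; activation was quantified by luminescence following luciferase reagent addition.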
Rab9 prom act: qHTS Assay for Rab9 Promoter Activators; Huh7 Rab9 promoter-luciferase reporter, luminescence, 24 h; Potency, µM (top dose mostly 9.22 µM), without a hit: at the highest dose activation, negative = inhibition, most hits filed as activators; actives 2.8% (n = 320,000); AID 485297, 2010; further: potency means the concentration at half of the fitted maximal effect; % of control where 0% means no effect; nearly all actives have a fitted effect of over 60% in size
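Rab9 promoter-driven luciferase in stably transfected Huh7 cells; 1500 cells/well rested 2 h, exposed to compound in DMSO for 24 h at 37 °C, 5% CO2. Luminescence read 10 min after adding luciferase reagent at ambient temperature.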
Giardia killer: Small Molecules that selectively kill Giardia lamblia: qHTS | Giardia lamblia trophozoite viability | activity change, % at 7.66 µM, hits read low | actives 0.15% (n = 340,000) | AID 540267, 2011; in the data active means activity change below about -80%; inconclusive means between about -30% and that limit;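 further: parasites exposed to compound for two days anaerobically before the ATP read; on the % scale 0 is the no-effect control and ±100 the full control effect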
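Luminescent ATP signal served as the viability read-out, measured 15-30 min after adding ATP detection reagent to trophozoites that had been incubated with compounds for 48 hrs at 37 deg C anaerobically at 100 cells/well.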
Menin MLL FP TR: qHTS Assay for Inhibitors Targeting the Menin-MLL Interaction in MLL Related Leukemias: Competition With Texas Red Labeled MLL-derived Mutant Peptide; AID 1768, 2009; actives 0.23% (n = 270,000); O00255; Potency, µM (series often up to 61.6 µM), for inactives: at the top dose FP activity change, negative = inhibition, actives largely listed as inhibitors; Menin + Texas Red MLL mutant peptide, fluorescence polarization; active means well fitted inhibition curve with a large enough effect in the polarisation, with a control signal flat, not every such curve was filed as active; inconclusive means small, poorly fitted or top-dose-only effect, or effect the other way, or a change in a side signal; inactive means no such curve, though single readings can be large or run the other way; the % refers to the polarisation; further: potency means the concentration at half of the fitted maximal effect; % of control where 0% means no effect; many of its hits are not listed in these tables
BRCA1 expr act: qHTS Assay to Identify Small Molecule Activators of BRCA1 Expression. MCF7-BRCA1-FFLuc reporter, luminescence, 48 h; response scale: scaled: vehicle 0%, 10 µM genistein 100%. Potency, µM (top dose mostly 46.1 µM), without a hit: top-dose activation, hits mostly activators. actives 1.1% (n = 380,000); further: potency means the concentration at half of the fitted maximal effect; nearly all actives have a fitted effect of over 80% in size; some results filed as inactive show a strong effect at the top dose
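MCF7 cells carrying a BRCA1-firefly luciferase reporter (2000 cells/well, phenol-red free MEM) were attached for 2 h at 37 °C, then given compounds for 48 h. Luminescence was read 15 min after luciferase reagent; activity normalized to genistein (10 microM) and DMSO.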
PKM2 act: qHTS Assay for Activators of Human Muscle isoform 2 Pyruvate Kinase; purified PKM2, Kinase-Glo ATP luminescence, activation; response scale: 0% is enzyme alone, no compound; Potency, µM (series often up to 57.5 µM), for inactives: at the top dose activation, usual class: activators; actives 0.34% (n = 260,000); further: potency means the concentration at half of the fitted maximal effect; on the % scale 0 is the no-effect control and ±100 the full control effect; nearly all actives have a fitted effect of over 55% in size
Target sequence (P14618 whole entry, looked up, canonical isoform): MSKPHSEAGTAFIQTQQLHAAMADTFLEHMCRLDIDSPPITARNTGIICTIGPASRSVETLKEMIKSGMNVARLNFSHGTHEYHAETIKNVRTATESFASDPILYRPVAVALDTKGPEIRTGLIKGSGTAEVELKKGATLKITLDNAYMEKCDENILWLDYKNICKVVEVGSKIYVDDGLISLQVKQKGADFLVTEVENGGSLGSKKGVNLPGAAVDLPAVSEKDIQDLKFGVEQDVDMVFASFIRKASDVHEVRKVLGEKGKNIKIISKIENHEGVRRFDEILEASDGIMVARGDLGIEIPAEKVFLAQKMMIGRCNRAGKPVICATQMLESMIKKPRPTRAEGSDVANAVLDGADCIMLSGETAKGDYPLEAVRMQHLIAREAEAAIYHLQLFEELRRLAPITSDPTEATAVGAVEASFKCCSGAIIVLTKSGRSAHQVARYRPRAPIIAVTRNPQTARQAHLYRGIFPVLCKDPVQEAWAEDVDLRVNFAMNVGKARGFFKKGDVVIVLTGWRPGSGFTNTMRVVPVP
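Purified hPK-M2 (>95% pure) converted ADP (0.1 mM final) to ATP with 0.5 mM PEP in 50 mM imidazole pH7.2, KCl, MgCl2, Tween 20, BSA; 1 h at room temperature. ATP detected by Kinase-Glo luminescence.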
ELG1 genotox: qHTS screen for small molecules that induce genotoxicity in human embryonic kidney (HEK293T) cells expressing luciferase-tagged ELG1; HEK293T ELG1-luciferase reporter, luminescence, 16 h; Potency, µM (series often up to 46 µM), for the others: at the highest dose activity change, positive = activation, hits mostly activators; actives 1.3% (n = 330,000); AID 504466, 2011; further: potency means the concentration at half of the fitted maximal effect; % of control where 0% means no effect; nearly all actives have a fitted effect of over 60% in size
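Luminescence read-out: rising ELG1-luciferase signal, reflecting elevated ELG1 protein under genetic stress, flags genotoxic compounds. Cells were treated for 16 hr at 37 °C before ONE-Glo detection.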
Gal4-VP16 FLuc: VP16 counterscreen qHTS for inhibitors of ROR gamma transcriptional activity | Drosophila S2 Gal4-VP16 UAS-luciferase, luminescence, 20 h | actives 3.5% (n = 310,000) | Potency, µM (top dose mostly 53.6 µM), inactives show at the top dose activity, negative = inhibition, most hits filed as inhibitors;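 further: Gal4-VP16 expression switched on by copper sulfate through the metallothionein promoter; potency means the concentration at half of the fitted maximal effect; on the % scale 0 is the no-effect control and ±100 the full control effect; nearly all actives have a fitted effect of over 50% in size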
p53 reactivator: qHTS assay for re-activators of p53 using a Luc reporter; H1299 p53-A138V BP100-luciferase reporter, luminescence, 24 h; Potency, µM (series often up to 92.2 µM), without a hit: at the top dose activity change, positive = activation, hits mostly activators; actives 0.063% (n = 320,000); AID 504706, 2011; further: potency means the concentration at half of the fitted maximal effect; % of control where 0% means no effect; nearly all actives have a fitted effect of over 45% in size
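H1299 (p53-null), stable ts p53-A138V + BP100-Luc; 1000 cells/well, Opti-MEM/10% FBS; cpd 4 pt, 1:5; 24 h, 37 deg C, 5% CO2; detection reagent 10 min RT; luminescence.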
RORgamma inh: qHTS for inhibitors of ROR gamma transcriptional activity. Nuclear receptor ROR-gamma (Mus musculus), P51450. Drosophila S2 Gal4-RORgamma UAS-luciferase reporter, 20 h. Potency, µM (top dose mostly 53.6 µM), for inactives: at the highest dose activity change, negative = inhibition, usual class: inhibitors. actives 5.4% (n = 310,000); further: potency means the concentration at half of the fitted maximal effect; on the % scale 0 is the no-effect control and ±100 the full control effect; nearly all actives have a fitted effect of over 60% in size
Target sequence (P51450 whole entry, looked up, the tested form may be a part): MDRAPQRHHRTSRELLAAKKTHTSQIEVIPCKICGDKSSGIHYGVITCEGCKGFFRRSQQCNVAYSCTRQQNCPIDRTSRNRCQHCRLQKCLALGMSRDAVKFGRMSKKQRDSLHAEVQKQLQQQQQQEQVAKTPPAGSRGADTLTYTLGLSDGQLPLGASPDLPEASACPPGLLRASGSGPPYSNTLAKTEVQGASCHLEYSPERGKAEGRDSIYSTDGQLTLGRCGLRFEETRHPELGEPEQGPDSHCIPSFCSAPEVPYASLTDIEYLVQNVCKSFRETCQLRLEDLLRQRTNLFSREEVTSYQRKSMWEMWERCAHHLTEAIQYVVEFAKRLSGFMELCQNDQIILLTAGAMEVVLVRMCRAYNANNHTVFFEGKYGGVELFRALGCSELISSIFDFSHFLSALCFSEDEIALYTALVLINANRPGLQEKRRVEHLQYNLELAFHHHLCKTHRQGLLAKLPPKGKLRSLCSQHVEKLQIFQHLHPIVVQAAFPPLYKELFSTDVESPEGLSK
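ROR gamma transcriptional activity was tracked as Gal4-UAS luciferase output in stably transfected Drosophila Schneider cells, with compound added 1 hr before 700 uM copper sulfate induction and a 20 hr ambient-temperature incubation.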
FLuc modulator: qHTS profiling assay for firefly luciferase inhibitor/activator using purifed enzyme and Km concentrations of substrates (counterscreen for miR-21 project); Luciferin 4-monooxygenase (Photinus pyralis), P08659; purified FLuc, Km substrates, luminescence inhibition; Potency, µM (series often up to 57.5 µM), without a hit: top-dose activity change, negative = inhibition, usual class: inhibitors; actives 6.9% (n = 360,000);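 further: potency means the concentration at half of the fitted maximal effect; plate controls were vehicle for no effect and reference inhibitor for full effect; nearly all actives have a fitted effect of over 55% in size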
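Purified P. pyralis luciferase (10nM final) with 10uM D-luciferin and 10uM ATP (Km levels) in 50mM Tris acetate pH 7.5, 10mM Mg acetate, 0.01% Tween-20, 0.05% BSA; qHTS 6-point titration, ~60 µM downward; luminescence read.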
* marks the source's active call; other numbers are inactive results; ? = inconclusive; nt = not tested or not shown; & = joins results of further samples; [ ] = remark or other dose. Unless noted, the call rests on the fitted dose curve; in most records, active means well fitted curve in the direction sought with a large enough effect; inconclusive means small, poorly fitted or top-dose-only effect, or another doubt; inactive means no such curve, though single readings can be large; an effect the other way counts as inactive or inconclusive.

Results follow in this order: NPC1 promoter act	Rab9 prom act	Giardia killer	Menin MLL FP TR	BRCA1 expr act	PKM2 act	ELG1 genotox	Gal4-VP16 FLuc	p53 reactivator	RORgamma inh	FLuc modulator
C[C@H]1CCCC(=O)CCC/C=C/c2cc(O)cc(O)c2C(=O)O1
→ -1%	-3%	11	2%	-31%	7%	-20%	?	-12%	-10%&-20%&21%	7%
CCN(CCNc1ccc([N+](=O)[O-])c2cccnc12)S(=O)(=O)c1ccc(Cl)cc1
→ 4%	8%	-6	?	-41%	-7%	-1%	-1%	-1%	29%	0%
COc1cccc(CCNCc2cccc(C(F)(F)F)c2)c1
→ -1%	-1%	-17	?	0%	3%	-10%	2%	-2%	1%	0%
CC(ON1CC1(C(F)(F)F)C(F)(F)F)(C(N)=O)C(N)=O (stereo not drawn)
→ -1%	-2%	-9	-11%	-8%	0%	-2%	-10%	-21%	-24%	2%
Clc1ccc(OCC#CCN2CCCCCC2)cc1
→ -1%	17%	-15	-24%	36%	2%	-1%	-3%	?	18%	?
COC(=O)C1=Nc2ccccc2/C1=C\c1c(O)n(-c2ccc(OC)cc2)c(=O)[nH]c1=O
→ -6%	0%	-1	?	-7%	?	-7%	-1%	-4%	14%	?
Cc1cccc(NC(=O)CSc2ccc(-c3ccco3)nn2)c1
→ 1%	14%	9	23%	16%	?	-1%	-12%	28%	?	27µM*
COC(=O)c1ccc(COC(=O)c2ccccn2)cc1
→ 1%	2%	4	22%	-25%	-44%	0%	12%	?	25%	-24%[2.3 µM]
COC(=O)C1=C(c2ccc(F)cc2OCc2ccccc2)C[C@@H]2CC[C@H]1N2C(=O)N1CCC(C)CC1
→ -6%	-9%	-6	nt	-5%	nt	-2%	nt	7%	nt	-2%
CCN(CC)C(=O)c1ccc(NC(=S)NC(=O)CCc2ccccc2)cc1
→ 2%	1%	8	-13%	35%	-5%	-4%	?	?	?	1%
COC(=O)C1=C(c2c(C)noc2C)C[C@@H]2CC[C@H]1N2C(=O)N1CCc2cc(OC)c(OC)cc2C1
→ -1%	1%	11	nt	0%	nt	-1%	nt	-3%	nt	2%
Nc1nc(SCCC(F)=C(F)F)n[nH]1
→ 0%	-2%	-6	1%	21%	0%	2%	-6%[10 µM]	-2%	5%	4%
CCN(CC)P(=O)(c1nccn1C)N(CC)CC
→ -1%	0%	5	3%	-3%	1%	0%	12%	-1%	11%	6%
CC(C)c1ccc(N2C(=O)CC(=O)NC2=O)cc1
→ 0%	-4%	-10	?	14%	nt	-2%	1%	4%	11%	2%
Cc1cccc(-n2c(C)nc3ccccc3c2=O)n1
→ -5%	8%	-5	-1%	32%	1%	0%	1%	6%	16%	8%
COc1ccc(OC)c(N=Cc2c(O)n(Cc3ccccc3)c(=S)[nH]c2=O)c1
→ 3%	0%	-1	nt	-38%	-3%	-6%	-1%	-2%	-3%	1%
O=c1[nH]c(=O)n(Cc2ccco2)c(O)c1C=NCCN1CCNCC1
→ -6%	-6%	6	nt	-8%	2%	-1%	-6%	-2%	16%	3%
CCCCn1c(O)c(C(CC)=NCCN2CCOCC2)c(=O)[nH]c1=O
→ -1%	-7%	4	nt	0%	-19%	8%	-5%	1%	17%	2%
O=P(Nc1ccccc1Cl)(c1ccccc1)c1nc2c(s1)CCCC2 (stereo not drawn)
→ 1%	0%	-6	?	-4%[1.84 µM]	0%	1%	1%	-3%	24%	-1%
O=C1CCN(C(=O)C(Cl)Cl)N1
→ -15%	2%	1	-18%	-2%	-6%	0%	8%	-1%	-23%	-3%
COc1cc(OC)cc(-n2nc(C(=O)N3CCC4(CC3)OCCO4)c3ccccc3c2=O)c1
→ -3%	-4%	-2	-5%	-17%	-2%	-11%	-7%	-4%	-1%	1%
COc1ccc(CNCC(=O)N2CCC3(CC2)OCCO3)cc1
→ 0%	-2%	-12	-6%	2%	0%	-1%	-5%	3%	13%	8%
COc1ccc2oc3c(c2c1)NC(=O)CN=C3c1ccccc1
→ 4%	-14%	15	3%	17%	-9%	8%	-3%	-4%	2%	1%
CN1C(=O)/C(=C\c2ccc(N3CCCCC3)o2)C(=O)NC1=S
→ 2.5µM*	1.6µM*	8	15%	nt	-2%	5.8µM*	-7%	?	-27%	8.5µM*
c1csc(-c2nnc(Cc3cccc4ccccc34)o2)c1
→ 2%	11%	-13	2%	14%	-7%	-3%	16%	6%	?	?
Cn1c(O)c(C=NCCN2CCNCC2)c(=O)n(C)c1=O
→ -10%	-2%	-6	-1%	7%	1%	4%	-5%	-6%	21%	6%
CC(C)n1c(=O)c(C=Nc2ccc(F)cc2)c(O)n(Cc2ccco2)c1=O
→ -5%	-3%	23	-6%	-11%	4%	-2%	-9%	-6%	8%	-2%
O=C(Cc1ccc(Br)cc1)N1CCN(Cc2ccccc2)CC1
→ 10%	3%	2	-20%	26%	-14%	3%	-7%	-10%	9%	-15%
COc1ccc(C2=NS(=O)(=O)N(C)C(C(=O)N3CCC4(CC3)OCCO4)=C2)cc1OC
→ -3%	2%	-25	1%	0%	1%[0.46 µM]	-2%	-20%	4%	42%	0%
O=C(O)C12C3CCCC1C32c1ccccc1 (stereo not drawn)
→ 1%	5%	8	9%	1%	-10%	-12%	-8%	-1%	-6%	-1%

Reprinted from the part before: 2 entries, followed by the next part.
Molecule,NPC1 promoter act,Rab9 prom act,Giardia killer,Menin MLL FP TR,BRCA1 expr act,PKM2 act,ELG1 genotox,Gal4-VP16 FLuc,p53 reactivator,RORgamma inh,FLuc modulator
COc1ccc(C2=NS(=O)(=O)N(C)C(C(=O)N3CCC4(CC3)OCCO4)=C2)cc1OC,-3%,2%,-25,1%,0%,1%[0.46 µM],-2%,-20%,4%,42%,0%
O=C(O)C12C3CCCC1C32c1ccccc1 (stereo not drawn),1%,5%,8,9%,1%,-10%,-12%,-8%,-1%,-6%,-1%
FC(F)(F)C1=NC(C(F)(F)F)=NP(N2CCOCC2)(N2CCOCC2)=N1,0%,-4%,7,-4%,-1%,-3%,-5%,11%,1%,0%,-1%
COC(=O)c1ccc(N2CCN(C)CC2)c([N+](=O)[O-])c1,-1%,3%,9,20%,-12%,0%,-1%,-7%,2%,-2%,-2%
O=c1[nH]c(=S)n(-c2ccc(F)cc2)c(O)c1/C=N/N1CCOCC1,0%,-1%,11,nt,5%,?,-1%,-1%,-3%,24%,-2%
Cc1ccccc1-n1c(O)c(/C=C/C=Nc2ccccc2)c(=O)[nH]c1=O,-3%,-2%,21,3%,-6%,-1%,1%,-10%,7%,-5%,?
O=C(CN1CCN(Cc2cccc(Cl)c2)C1=O)N1CCC2(CC1)OCCO2,-2%,9%,0,2%,7%,1%,0%,9%,-1%,-19%,-1%
CCOc1ccc2nc(N3CCC(C(=O)N4CCC5(CC4)OCCO5)CC3)sc2c1,?,?,23,nt,-50%,2%,1%,-2%,?,2%,15µM*
Cc1ccc(N2C(=O)NC(=O)/C(=C\C=C\c3ccco3)C2=O)cc1,-3%,5%,-2,nt,-50%,22%,1%,5.6µM*,-11%,?,?

Some of the compounds tested; rates above refer to the full screens.
